Nrf2 ARE act – activators of Nrf2 (ARE) signaling | AID 624171 | AREc32 ARE-luciferase reporter (MCF7-derived line), luminescence, 24 h | Potency, µM (titrated, usually from 46.1 µM), for the others: at the highest dose activation, usual class: activators | actives 0.31% (n = 410,000); further: potency means the concentration at half of the fitted maximal effect; % of control where 0% means no effect; nearly all actives have a fitted effect of over 65% in size
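ARE-driven firefly luciferase activity in AREc32 cells measured after a 24 hr compound exposure at 37 deg C, using Steady-Glo reagent and a 30 min room-temperature hold.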
Mm-Cpn inhibitor – blocks the Methanococcus maripaludis chaperonin Mm-Cpn | purified Mm-Cpn ATPase, ADP Transcreener TR-FRET | Potency, µM (series often up to 76.9 µM), for the others: at the top dose activity, negative = inhibition, most hits filed as inhibitors | actives 0.031% (n = 330,000); further: potency means the concentration at half of the fitted maximal effect; on the % scale 0 is the no-effect control and ±100 the full control effect; nearly all actives have a fitted effect of over 80% in size
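ATP (10 uM final) was added to archaeal chaperonin (25 nM final) after 10 min exposure to test compound at 37°C; after 30 min further incubation, ADP was detected by competitive TR-FRET.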
HepG2 viability – HepG2 cytotoxicity, counter-screen for TGF-b inhibitors | actives 0.76% (n = 410,000) | Potency, µM (doses to about 46.1 µM), for the others: at the highest dose activity change, negative = cytotoxicity, actives largely listed as cytotoxic | HepG2 CAGA-GFP viability, ATP luminescence, 18 h | AID 588856; further: potency means the concentration at half of the fitted maximal effect; some results filed as inactive show a strong effect at the top dose
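CellTiter-Glo luminescence gave cytotoxicity after 18 hours at 37 degrees C. The cells were HepG2 CAGA-GFP in 1% FBS DMEM, stimulated with 500 pg/mL TGF-beta after compound addition. %Activity was normalised to no-cell wells (complete cell-killing) and DMSO (no toxicity), and curves were fitted and classified.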
TGFb inhibitor – blocks TGF-b signaling; HepG2 CAGA-GFP TGF-b/SMAD3 reporter, GFP fluorescence, 18 h; TGF-beta stimulated, 500 pg/mL final; Potency, µM (top dose mostly 46.1 µM), inactives show top-dose activity, negative = inhibition, most hits filed as inhibitors; actives 1.2% (n = 410,000); AID 588855; further: potency means the concentration at half of the fitted maximal effect; on the % scale 0 is the no-effect control and ±100 the full control effect; nearly all actives have a fitted effect of over 65% in size
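TGF-beta reporter screen: HEPG2 CAGA-GFP, 1% FBS, 500 pg/mL TGF-beta final, 18 h; per-cell GFP summed per well; curves fitted and categorized by class.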
A549 tox – kills or reduces viability of A549 cells in Nrf2 counter-screen | A549 ARE-Fluc cells, CellTiter-Fluor viability, 18-24 h | actives 0.16% (n = 390,000) | Potency, µM (highest dose often 46 µM), for inactives: at the top dose activity change, negative = cytotoxicity, most hits filed as inhibitors; further: potency means the concentration at half of the fitted maximal effect; on the % scale 0 is the no-effect control and ±100 the full control effect
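A549 ARE-Fluc cells in 5% FBS OPTI-MEM, 5000 cells/well, rested 2 h then exposed to compounds in concentration-response for 18-24 h at 37 °C. Viability by CellTiter-Fluor fluorescence (Ex 405/Em 525) after 30 min; luciferase luminescence (BugLite, 15 min, RT) read afterwards.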
Abeta yeast res – A-beta toxicity reversal in yeast | yeast expressing A-beta42, growth rescue, OD600, 48 h; response scale: 0% DMSO, 100% iron-clioquinol control | Potency, µM (doses to about 46.1 µM), without a hit: at the top dose growth rescue, usual class: activators | actives 0.063% (n = 410,000) | AID 1347071; further: potency means the concentration at half of the fitted maximal effect; nearly all actives have a fitted effect of over 55% in size
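Growth rescue measured by 600 nm absorbance after 48 h yeast culture at 30 C with compound. Values normalized between DMSO and an equimolar ferric chloride plus clioquinol control.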
Nrf2 block – blocks Nrf2 signaling; A549 ARE-Fluc reporter, luciferase luminescence, 18-24 h; Potency, µM (doses to about 46 µM), inactives show at the highest dose activity change, negative = inhibition, hits mostly inhibitors; actives 2.1% (n = 360,000); further: potency means the concentration at half of the fitted maximal effect; on the % scale 0 is the no-effect control and ±100 the full control effect; nearly all actives have a fitted effect of over 60% in size
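Reporter: ARE-Fluc in A549. Exposure: 18-24 h, 37 °C, 5% CO2, 5% FBS OPTI-MEM. Readouts: fluorescent cytotoxicity (CellTiter-Fluor), then luminescent Nrf2 signal after BugLite.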
pAkt inh – inhibitors of Akt phosphorylation; actives 0.32% (n = 360,000); Neuro2A IGF-stimulated pAkt S473 HTRF, 20 min; stronger effect = lower value; activity change, % for hits at 50 µM; AID 651550; in the data active means activity change below about -80%; inconclusive means mostly about -51% to -80%; further: on the % scale 0 is the no-effect control and ±100 the full control effect
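Single-point screen (50 µM final compound) in Neuro2A cells stimulated 20 min with 6 nM IGF at 37 deg C. After lysis, Ser473-phosphorylated Akt read by HTRF (ex 330 nm, em 615/665 nm) as the 665/615 ratio.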
CCT modulator – modulators of cytosolic chaperonin (CCT/TRiC) activity | activity change, % (no concentration beside the values), hits read low | AID 651819 | actives 0.3% (n = 360,000) | purified chaperonin ATPase assay, HTRF ADP detection, 30 min; in the data active means activity change below about -30%; further: on the % scale 0 is the no-effect control and ±100 the full control effect
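Enzyme 40 or 20 nM (batch-dependent) in Tris pH 7.4/KCl/MgCl2/DTT; cpd 76 uM single point; ATP 10 uM; 30 min 37 °C; Transcreener ADP HTRF detection, 30 min RT; ratio 665/615.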
* hit, by the source's call. Unless noted, the call rests on the fitted dose curve; in most records, active means well fitted curve in the direction sought with a large enough effect; inconclusive means small, poorly fitted or top-dose-only effect, or another doubt; inactive means no such curve, though single readings can be large; an effect the other way counts as inactive or inconclusive. Rows were taken by chance (roughly 4.3% active in at least one column).

The first 2 records (preview)
What do the screens show for `CCOC(=O)c1sc(C)c2c1NC(C)(c1cccc3ccccc13)NC2=O` (centres undefined)?
Nrf2 ARE act: 3.6%; Mm-Cpn inhibitor: 0%; HepG2 viability: 10%; TGFb inhibitor: inconclusive; A549 tox: -5%; Abeta yeast res: 21%; Nrf2 block: inconclusive; pAkt inh: inactive; CCT modulator: 1.0

What do the screens show for `COc1cccc(-c2noc(CCC(=O)N3CCN(c4cc(C)ccc4C)CC3)n2)c1`?
Nrf2 ARE act: 4.4%; Mm-Cpn inhibitor: 3%; HepG2 viability: -5%; TGFb inhibitor: inconclusive; A549 tox: 8%; Abeta yeast res: 1%; Nrf2 block: -4%; pAkt inh: inactive; CCT modulator: 0.6

The whole of this part, repeating the preview:
What do the screens show for `CCOC(=O)c1sc(C)c2c1NC(C)(c1cccc3ccccc13)NC2=O` (centres undefined)?
Nrf2 ARE act: 3.6%; Mm-Cpn inhibitor: 0%; HepG2 viability: 10%; TGFb inhibitor: inconclusive; A549 tox: -5%; Abeta yeast res: 21%; Nrf2 block: inconclusive; pAkt inh: inactive; CCT modulator: 1.0

What do the screens show for `COc1cccc(-c2noc(CCC(=O)N3CCN(c4cc(C)ccc4C)CC3)n2)c1`?
Nrf2 ARE act: 4.4%; Mm-Cpn inhibitor: 3%; HepG2 viability: -5%; TGFb inhibitor: inconclusive; A549 tox: 8%; Abeta yeast res: 1%; Nrf2 block: -4%; pAkt inh: inactive; CCT modulator: 0.6

What do the screens show for `O=C(O)/C=C/C(=O)Nc1ccc(S(=O)(=O)Nc2nccs2)cc1`?
Nrf2 ARE act: -0.8%; Mm-Cpn inhibitor: -8%; HepG2 viability: 8%; TGFb inhibitor: 10%; A549 tox: -2%; Abeta yeast res: -9%; Nrf2 block: 19%; pAkt inh: inactive; CCT modulator: 1.0

What do the screens show for `Cn1c(=N)n(CC(=O)c2cccs2)c2ccccc21`?
Nrf2 ARE act: 27%; Mm-Cpn inhibitor: 2%; HepG2 viability: -13%; TGFb inhibitor: -20%; A549 tox: -11%; Abeta yeast res: -6%; Nrf2 block: inconclusive; pAkt inh: inactive; CCT modulator: 1.9

How did Cc1ccc2c(c1)c(=O)c1ccccc1n2CCCC(=O)Nc1c(F)cccc1F do in these assays?
Nrf2 ARE act: -0.3%; HepG2 viability: 0%; TGFb inhibitor: 5%; A549 tox: 12%; Abeta yeast res: 4%; Nrf2 block: -12%

Results for CNC(=S)N/N=C(\C)c1ccc(N2CCOCC2)cc1 ?
Nrf2 ARE act: 5.1%; Mm-Cpn inhibitor: -4%; HepG2 viability: -37%; TGFb inhibitor: inconclusive; A549 tox: 3%; Abeta yeast res: inconclusive; Nrf2 block: 13%; pAkt inh: inactive; CCT modulator: -6.4

How did COc1cc(NC(=O)NNC(=O)c2cc3occc3n2C)cc(OC)c1OC do in these assays?
Nrf2 ARE act: 0.0%; Mm-Cpn inhibitor: 2%; HepG2 viability: 6%; TGFb inhibitor: 3%; A549 tox: -2%; Abeta yeast res: 11%; Nrf2 block: 11%; pAkt inh: inactive; CCT modulator: -0.5

What do the screens show for `CCCN(CCC)CCCNC(=O)c1cc2c(=O)[nH]c3ccccc3c2s1`?
Nrf2 ARE act: 0.3%; Mm-Cpn inhibitor: 1%; HepG2 viability: -17%; TGFb inhibitor: -3%; A549 tox: -5%; Abeta yeast res: -7%; Nrf2 block: -26%; pAkt inh: inactive; CCT modulator: 0.9

How did CC1(C)C(c2ccco2)=[N+]([O-])C2(CCCCC2=O)N1O (centres undefined) do in these assays?
Nrf2 ARE act: -0.4%; Mm-Cpn inhibitor: 1%; HepG2 viability: 2%; TGFb inhibitor: 19%; A549 tox: 12%; Abeta yeast res: -6%; Nrf2 block: 29%; pAkt inh: inactive; CCT modulator: 1.6

Results for CCc1ccccc1N(C)C(=O)c1ccc2c(=O)n3c(nc2c1)CCCCC3 ?
Nrf2 ARE act: 4.7%; HepG2 viability: -18%; A549 tox: 10%; Abeta yeast res: -3%; Nrf2 block: 6%

Results for O=C(NCc1ccccn1)c1cc(-c2ccccc2)nc2ccccc12 ?
Nrf2 ARE act: 0.1%; Mm-Cpn inhibitor: -2%; HepG2 viability: 9%; TGFb inhibitor: -2%; A549 tox: -2%; Abeta yeast res: 5%; Nrf2 block: 3%; pAkt inh: inactive; CCT modulator: -3.8

Results for Cc1nn(-c2ccccc2)c2c1/C(=N/O)CC(C)(C)C2 ?
Nrf2 ARE act: 0.0%; Mm-Cpn inhibitor: -1%; HepG2 viability: 1%; TGFb inhibitor: 1%; A549 tox: inconclusive; Abeta yeast res: -6%; Nrf2 block: -14%; pAkt inh: inactive; CCT modulator: -0.9

What do the screens show for `O=C(Cn1nc(C(F)(F)F)c2c1CCCC2)NCc1ccco1`?
Nrf2 ARE act: 5.1%; Mm-Cpn inhibitor: -5%; HepG2 viability: 7%; TGFb inhibitor: 0%; Abeta yeast res: 27%; Nrf2 block: inconclusive; pAkt inh: inactive; CCT modulator: -0.3

Results for O=C(Nc1ccc(-c2nc3ccccc3s2)cc1)c1cc(-n2cnnc2)ccc1Cl ?
Nrf2 ARE act: 2.7%; Mm-Cpn inhibitor: -5%; HepG2 viability: -40%; TGFb inhibitor: inconclusive; A549 tox: inconclusive; Abeta yeast res: -14%; Nrf2 block: 2.3µM*; pAkt inh: inactive; CCT modulator: 0.9

Results for CC(=O)c1ccc(NC(=O)CN2CCN(S(=O)(=O)c3ccc4ccccc4c3)CC2)cc1 ?
Nrf2 ARE act: 0.4%; Mm-Cpn inhibitor: -13%; HepG2 viability: -6%; TGFb inhibitor: inconclusive; A549 tox: 4%; Abeta yeast res: 15%; Nrf2 block: -28%; pAkt inh: inactive; CCT modulator: 0.9

What do the screens show for `CC1=C(c2ccc(C(C)C)cc2)S(=O)(=O)NC1=NCc1ccccc1C`?
Nrf2 ARE act: -0.8%; HepG2 viability: -26%; TGFb inhibitor: -8%; A549 tox: 9%; Abeta yeast res: -12%; Nrf2 block: -6%

How did Cc1cccc(NC(=O)c2sc3nc(N)c(C#N)cc3c2N)c1 do in these assays?
Nrf2 ARE act: 8.6%; Mm-Cpn inhibitor: -10%; HepG2 viability: -24%; TGFb inhibitor: -8%; A549 tox: -12%; Abeta yeast res: 21%; Nrf2 block: 13%; pAkt inh: inactive; CCT modulator: 0.6

How did O=C(COC(=O)/C=C/c1cccc(Cl)c1)NCc1cccs1 do in these assays?
Nrf2 ARE act: 2.5%; Mm-Cpn inhibitor: 1%; HepG2 viability: 14%; TGFb inhibitor: 17%; A549 tox: 8%; Abeta yeast res: -10%; Nrf2 block: 3%; pAkt inh: inactive; CCT modulator: 1.6

Results for COc1ccc(-n2c(=S)[nH]c3cc(C(=O)NCCCN4CCCC4=O)ccc3c2=O)cc1 ?
Nrf2 ARE act: -0.2%; Mm-Cpn inhibitor: -3%; HepG2 viability: 3%; TGFb inhibitor: -15%; A549 tox: -5%; Abeta yeast res: 12%; Nrf2 block: 5%; pAkt inh: inactive; CCT modulator: -2.7

Results for COc1ccc(C(=O)N2CCN(c3ccc(C)cc3)CC2)cc1OC ?
Nrf2 ARE act: -0.6%; Mm-Cpn inhibitor: 0%; HepG2 viability: -47%; TGFb inhibitor: -7%; A549 tox: -3%; Abeta yeast res: -13%; Nrf2 block: -19%; pAkt inh: inactive; CCT modulator: -0.1

What do the screens show for `CCC(C)C(NC(=O)OC(C)(C)C)C(=O)NC1COC2CC(n3cc(C)c(=O)[nH]c3=O)OC12` (centres undefined)?
HepG2 viability: -2%; TGFb inhibitor: -7%; A549 tox: -11%; Nrf2 block: 19%

What do the screens show for `Cc1ccc(CCNC(=O)CC2Oc3ccc(C)cc3NC2=O)cc1` (centres undefined)?
Nrf2 ARE act: -0.5%; Mm-Cpn inhibitor: -1%; HepG2 viability: -37%; TGFb inhibitor: -28%; A549 tox: 2%; Abeta yeast res: -3%; Nrf2 block: -15%; pAkt inh: inactive; CCT modulator: 0.4

What do the screens show for `COc1ccccc1N1CCN(C(=O)C2CCN(S(=O)(=O)c3ccccc3F)CC2)CC1`?
Nrf2 ARE act: -0.7%; Mm-Cpn inhibitor: 2%; HepG2 viability: 0%; TGFb inhibitor: 5%; A549 tox: 11%; Abeta yeast res: -8%; Nrf2 block: inconclusive; pAkt inh: inactive; CCT modulator: -4.1

What do the screens show for `COC(=O)C1(C(=O)OC)Sc2ccccc2C1=O`?
Nrf2 ARE act: 0.3%; Mm-Cpn inhibitor: -1%; HepG2 viability: -30%; TGFb inhibitor: -2%; A549 tox: 2%; Abeta yeast res: 5%; Nrf2 block: 2%; pAkt inh: inactive; CCT modulator: 2.0

What do the screens show for `CC(C)CC(NS(=O)(=O)c1ccc2c(c1)oc(=O)n2C)C(=O)N1CC=C(c2ccccc2)CC1` (centres undefined)?
Nrf2 ARE act: -0.5%; Mm-Cpn inhibitor: 1%; HepG2 viability: -12%; TGFb inhibitor: 9%; A549 tox: -9%; Abeta yeast res: 4%; Nrf2 block: -4%; pAkt inh: inactive; CCT modulator: -1.4

Results for CSCCC(NC(=O)c1ccccc1Cl)C(=O)NNC(=O)c1ccncc1 (centres undefined) ?
Nrf2 ARE act: 0.1%; Mm-Cpn inhibitor: 2%; HepG2 viability: 5%; TGFb inhibitor: -9%; A549 tox: 3%; Abeta yeast res: 6%; Nrf2 block: -9%; pAkt inh: inactive; CCT modulator: -3.7

How did COc1ccc(Br)cc1CN(C)CC(=O)Nc1c(Cl)ccc(C)c1Cl do in these assays?
Nrf2 ARE act: 3.2%; Mm-Cpn inhibitor: 0%; HepG2 viability: -2%; TGFb inhibitor: -9%; A549 tox: inconclusive; Abeta yeast res: -2%; Nrf2 block: 18µM*; pAkt inh: inactive; CCT modulator: 0.8
